# p97 ATPase inh: human p97 ATPase inhibition; P55072; recombinant p97 ATPase, Kinase-Glo ATP luminescence, 3 h; inhibition, % at 8 µM; 220,000 compounds, 0.42% hits; in the data active = inhibition above about 15%;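 note: 0% = DMSO vehicle and 100% = wells lacking enzyme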
# EP2 antag: EP2 receptor (human) inhibition | P43116 | C6 glioma cells expressing human EP2, cAMP TR-FRET; cells stimulated with saturating PGE2 | inhibition, % at 25 µM | 260,000 compounds, 0.52% hits;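 active = percent inhibition above 40 after rounding to a whole number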;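 note: rat C6 glioma host cells with rolipram phosphodiesterase inhibitor present; the protocol text gives 20 µM as final concentration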
# S1P4 antagonist: blocks the human S1P4 receptor; O95977; S1P4-expressing cells, antagonist mode, reporter read-out; inhibition, % at 4.98 µM; 220,000 compounds, 0.26% hits; AID 1510; in the data active = inhibition above about 29%;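 note: 0% = wells stimulated with agonist and 100% = vehicle wells without agonist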
# EP2 mod: EP2 receptor (human) modulation. P43116. EP2-expressing cells, cAMP HTRF FRET, PGE2 co-stimulation. induction, % at 25 µM. 260,000 compounds, 0.83% hits;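 active = compounds whose cAMP rise, as percent of the full-agonist control response, exceeds 60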;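 note: rat C6 glioma line stably carrying human EP2 under a CMV promoter; the protocol text gives 20 µM as final concentration; 100% = response of wells given 1 µM PGE2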
# eIF4E-4G inh: eIF4E/eIF4G interaction inhibition in translation initiation | P63073+Q04637 | TR-FRET eIF4E-eIF4GI(517-606) binding, 2 h | inhibition, % at 21.7 µM | 220,000 compounds, 0.37% hits | AID 782;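 active = inhibition above about 30%, limit read from the data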;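 note: 0% = full FRET control wells and 100% = background wells lacking eIF4GI fragment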
# S1P4 agonist: activates the human S1P4 receptor; O95977; S1P4-expressing cell line, agonist reporter assay; activation, % at 4.98 µM; 220,000 compounds, 0.35% hits; in the data active = activation above about 11%;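 note: 0% = DMSO vehicle and 100% = reference agonist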
# NPY Y1 blocker: NPY-Y1 (human) receptor antagonism. P25929. HEK293-CNG Y1 cells, membrane potential fluorescence; NPY at EC95, then isoproterenol. inhibition, % at 3.6 µM. 200,000 compounds, 1% hits. AID 1040;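 active = inhibition above the campaign mean inhibition of all tested compounds plus 3 SD, cut at about 20% in these data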;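 note: 0% = DMSO wells given NPY plus isoproterenol and 100% = isoproterenol alone without NPY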
# Target sequence (P25929 whole entry, looked up): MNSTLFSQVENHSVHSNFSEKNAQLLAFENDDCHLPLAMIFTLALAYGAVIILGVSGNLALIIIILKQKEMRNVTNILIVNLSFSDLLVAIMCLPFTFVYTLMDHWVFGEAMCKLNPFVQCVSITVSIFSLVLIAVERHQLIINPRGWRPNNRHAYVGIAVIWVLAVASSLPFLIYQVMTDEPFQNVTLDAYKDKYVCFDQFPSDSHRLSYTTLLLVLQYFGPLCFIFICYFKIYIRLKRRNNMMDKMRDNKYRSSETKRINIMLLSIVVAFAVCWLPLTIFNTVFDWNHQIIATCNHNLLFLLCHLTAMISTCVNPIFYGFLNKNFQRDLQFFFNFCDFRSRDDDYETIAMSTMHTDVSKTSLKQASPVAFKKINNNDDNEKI
#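 Material: HEK293 cells co-expressing NPY Y1 receptor and cyclic-nucleotide gated channel. Timing: compound incubation 1 h at room temperature, readout 45 min post-stimulation. Signal: fluorescence, membrane potential probe.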
# NPY-Y1 PAM-ag: human NPY-Y1 potentiation or agonism, primary screen | P25929 | 220,000 compounds, 0.37% hits | NPY-Y1 expressing cells, potentiator/agonist activation | AID 1304 | activation, % at 3.6 µM; in the data active = activation above about 33%, passing the limit was not always enough;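 note: cells stimulated with NPY at EC10 then isoproterenol at EC100; 0% = low agonist plus stimulus and 100% = saturating agonist plus stimulus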
# NPY-Y2 PAM-ag: potentiates or activates human NPY-Y2 receptor; 220,000 compounds, 0.45% hits; P49146; cells expressing NPY-Y2, potentiator/agonist read-out; activation, % at 3.6 µM; in the data active = activation above about 27%;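 note: cells stimulated with NPY near EC25 plus isoproterenol at EC100; 0% = vehicle plus submaximal agonist and 100% = vehicle plus saturating agonist; some results beyond the cut were filed as inactive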
# Target sequence (P49146 whole entry, looked up): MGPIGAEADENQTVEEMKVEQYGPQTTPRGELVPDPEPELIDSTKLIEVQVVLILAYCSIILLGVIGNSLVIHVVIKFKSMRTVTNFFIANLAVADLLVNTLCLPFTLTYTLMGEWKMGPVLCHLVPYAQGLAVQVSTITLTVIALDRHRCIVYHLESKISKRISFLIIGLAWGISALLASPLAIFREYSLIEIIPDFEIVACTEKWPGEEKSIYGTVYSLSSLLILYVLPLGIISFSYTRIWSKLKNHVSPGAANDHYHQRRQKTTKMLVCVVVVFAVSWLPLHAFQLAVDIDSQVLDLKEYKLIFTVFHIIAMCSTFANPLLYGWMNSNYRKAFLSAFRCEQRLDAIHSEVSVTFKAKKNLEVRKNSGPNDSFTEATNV
# Active calls of the source: *; · = no result given; & = joins results of further samples; [ ] = remark or other dose.
No.	Molecule	p97 ATPase inh	EP2 antag	S1P4 antagonist	EP2 mod	eIF4E-4G inh	S1P4 agonist	NPY Y1 blocker	NPY-Y1 PAM-ag	NPY-Y2 PAM-ag
1	CCCCn1c(NCCC)nc2c1c(=O)[nH]c(=O)n2C	0.8	21.3	13.1	17.9	3.2	0.9	1.7	-18.6	-0.3
2	COc1cccc(-c2cc(=O)c3cc(NC(C)=O)ccc3[nH]2)c1	5.9	11.2	16.0	14.8	5.8	0.5	-0.8	-31.3	-2.3
3	O=S(=O)(c1ccc2c(c1)oc1ccccc12)N1CCOCC1	-1.0	7.4	-10.4	-25.0	-2.5	-3.6	-8.9	-12.2	10.2
4	Cn1c2c(c(=O)n(C)c1=O)C(NS(=O)(=O)c1ccc(Cl)cc1)(C(F)(F)F)C(=O)N2 (configuration not stated)	-0.8	11.4	-3.1	-33.5	3.6[fluorescence artefact?]	1.8	2.6	-25.6	4.4
5	Cc1c(N=C/C=C/c2ccccc2)cnn1C	8.0	14.8	-18.8	-7.4	-2.5	0.3	-5.7	7.5	23.0
6	COc1ccc(C(=O)Cn2nnc(-c3ccccc3NC(=O)C(F)(F)F)n2)cc1	-0.5	13.6	-16.5	-10.6	4.4	-1.1	6.9	3.7	-9.2
7	O=C(/C=C/c1cccs1)N1CCN(c2ccccc2)CC1	2.8	4.3	1.7	7.5	-1.3	0.7	4.0	-1.1	-7.5
8	O=S(=O)(Nc1ccc2c(c1)nc1n2CCN(Cc2ccccc2)C1)c1ccc(F)cc1	3.0	3.9	-14.1	-0.9	3.1	-3.6	5.1	-16.3	-10.2
9	COc1ccc(/C=C/c2nnc(NC(=O)CC(C)C)s2)cc1	-0.1	4.1	-12.6	-9.2	-3.0	0.9	·	10.8	-4.8
10	N#C/C(=C\c1ccco1)C(=O)Nn1cnnc1	5.5	8.1	-5.3	10.9	-2.0	1.0	5.9	-0.1	1.3
11	CCCCCC1CCC(C(=O)O)CC1 (configuration not stated)	8.1	3.6	10.1	15.4	-4.6	-1.2	26.1*	-37.6	-13.1
12	COc1ccc(C2=NN(C(=O)/C=C/c3ccccc3)C(c3ccccc3)C2)c(OC(C)=O)c1 (configuration not stated)	0.8	4.4	-14.0	13.5	6.7	1.7	-3.3	-4.7	-3.5
13	CCOc1cc(/C=C(/C#N)c2nc3ccccc3[nH]2)ccc1OCc1ccc(C(=O)O)o1	5.4	10.8	-3.3	-14.6	-4.2[fluorescence artefact?]	4.3	0.4	-12.9	-9.6
14	Cc1ccc(S(=O)(=O)N=Nc2c(O)[nH]c3ccccc23)cc1C	2.2	6.5	-1.7	38.8	-3.4	-5.3	1.3	-7.7	0.7
15	COC(=O)Nc1sccc1C(=O)Nc1sccc1C(=O)OC	1.2	15.5	-14.3	-7.3	1.2	-0.9	5.0	-24.2	-12.7
16	COc1ccc(/C(C)=N/NC(=O)c2ccccc2N)cc1	0.3	2.5	-3.0	-2.3	3.7	1.6	-0.3	11.5	-0.6
17	Cc1cc(NC(=O)CSc2nnc(C3COc4ccccc4O3)n2N)no1 (configuration not stated)	3.8	11.2	4.8	-11.6	-4.7	-0.9	·	15.2	-12.6
18	O=C(CCSc1ccccc1)NC1CCCC1	2.5	7.6	-10.6	3.4	-0.6	-0.5	2.0	7.4	2.5
19	COCc1cc(C)nc(Nc2ccc(C)c(C)c2)c1C#N	4.3	·	-6.9	39.6	-0.4[fluorescence artefact?]	-0.1	-1.1	10.1	6.9
20	COc1ccc(-n2cccc2/C=C2\C(=N)N3N=C(C(C)C)SC3=NC2=O)cc1	-4.6	4.3	-34.8	-11.8	4.0	1.9	-1.2	20.2	14.9
21	O=C(COc1c(Br)cc(Br)c2cccnc12)Nc1ccccc1F	6.2	8.5	4.9	48.2	4.8	-0.3	-2.7	-11.6	-5.5
22	CC(Oc1ccc(Cl)cc1Cl)c1nc(-c2ccc(NC(=O)c3ccccn3)cc2)no1 (configuration not stated)	-1.7	3.2	-0.9	-30.1	5.4[fluorescence artefact?]	-1.2	-0.5	8.9	-13.0
23	O=C(Nc1ccc(S(=O)(=O)N2CCCC2)cc1)c1ccc(OCC2CCCO2)cc1 (configuration not stated)	2.3	7.5	-12.7	-52.9	3.5	-0.3	-6.2	-0.5	13.1
24	Cc1cc(NC(=O)Cn2cc(C(F)(F)F)cc(Cl)c2=O)no1	3.1	3.7	28.8	-0.5	1.3[fluorescence artefact?]	-0.4	1.7	3.6	-5.6
25	CCOC(=O)Cn1c(=N)n(CCOc2ccc(OC)cc2)c2ccccc21	-6.6	18.4	-3.7	0.2	2.6[fluorescence artefact?]	-0.7	7.5	-5.6	-2.2
26	CCN(CC)CCOC(=O)c1ccc(Cl)cc1	-0.2	20.8	3.5	-4.8	3.1[fluorescence artefact?]	-0.2	4.6	-6.7	15.0
27	Cn1c(=O)c(/C(N)=N/OC(=O)c2ccccc2)cn(-c2ccccc2)c1=O	0.8	6.3	-7.3	-11.2	-4.9	2.4	·	12.2	3.5
28	Cc1cc(C)n(CCN(C)C(=O)c2cc(COc3c(F)cccc3F)on2)n1	1.0	6.0	-9.5	2.1	2.1	2.5	-1.5	12.5	-7.5
29	CCOc1ccc(-c2csc(NC(=O)c3ccc(S(=O)(=O)N4CCc5ccccc5C4)cc3)n2)cc1	4.5	3.8	1.1	-19.3	7.6	1.3	-2.3	5.9	-3.7
30	COc1cc(OC)c(NC(=O)C(=O)CC(=O)c2ccc(C)cc2C)cc1Cl	-6.5	10.7	-14.9	-42.1	0.5	-0.2	4.2	-19.6	-7.9
31	Cc1ccc(O)c(C=Nc2ccc3[nH]ncc3c2)c1	-0.2	11.2	14.5	8.0	0.5	0.9	5.5	-31.4	-2.7
32	O=C(N/N=C/c1cccc([N+](=O)[O-])c1)c1ccc(Br)cc1	4.6	10.1	-0.3	-20.1	6.2	1.4	-2.8	9.2	8.6
33	O=C(O)COc1ccc(-c2nccc(-c3ccccn3)n2)cc1	7.6	7.0	-5.0	27.2	4.7	-0.7	-1.9	3.4	6.1
34	O=C(c1ccco1)N1CCN(C(=O)c2cccc3c2C(=O)N(Cc2cccnc2)C3)CC1	5.6	4.8	3.5	9.7	-1.0	-1.0	-2.3	-3.3	-5.7
35	CC(=O)NCCc1cc2ccc(C)cc2[nH]c1=O	5.0	·	13.4	30.8	7.1	-0.7	-0.2	-5.9	7.3
36	COc1ccc(/C=C2/Sc3ccc(C(=O)N4CCc5ccccc5C4)cc3NC2=O)cc1	2.9	9.0	-4.4	-20.8	2.0[fluorescence artefact?]	0.8	1.8	9.7	0.9
37	C/C=C/c1ccc(OCCSc2nc(C)cc(=O)[nH]2)c(OC)c1	1.9	5.3	-28.9	10.6	-2.3	1.8	3.2	12.0	-0.9
38	COc1ccc(/C=N/Nc2nc(-c3ccc(C)cc3)c(NC(C)=O)s2)cc1	4.6	11.3	-2.2	-11.2	0.3	-0.1	·	15.3	-0.4
39	Cc1nc2ccccn2c1C(=O)NN=C1C2CC3CC(C2)CC1C3	4.9	4.6	-7.9	5.7	4.1	0.8	3.1	8.2	17.3
40	N#Cc1c2c(nc(N)c1-c1ccccc1)CCCCC2	-1.1	9.4	-1.9	19.4	-0.4	-1.6	-1.7	3.1	-9.3
41	O=C(CSc1ncnc2ccccc12)NCC(=O)c1ccccc1	5.3	4.8	-6.5	-83.5	-1.8	0.5	3.2	-6.8	3.1
42	O=c1nc(N2CCCCC2)nc(Nc2ccccc2)[nH]1	-4.7	8.7&3.9	-6.3	-27.3&-2.3	-1.0	-0.1	0.9	-9.7	3.4
43	Fc1ccc(-c2csc(N3CCSCC3)n2)cc1	-4.6	3.6	26.8	-46.0	2.1	-0.6	4.5	8.5	-7.7
44	Cc1ccc(C(=O)N2CCN(C(=O)c3ccc(C)c(C)c3)C(C)C2)cc1C (configuration not stated)	1.7	·	-14.4	·	·	2.8	-0.2	-7.4	-7.3
45	CCOC(=O)CC(=O)CSc1nc2c(sc(=S)n2-c2ccc(OCC)cc2)c(=O)[nH]1	0.7	2.6	9.1	23.1	-0.4	-1.5	-3.6	-26.5	-14.5
46	COc1ccccc1OCC(=O)O	6.0&2.9	8.8&7.2	-11.6&-6.2	2.2&10.8	3.6&1.9	1.4&-1.1	-3.2&6.0	9.9&-4.3	13.4&6.2
47	C=CCn1cccc(C(=O)Nc2cc(OC)cc(OC)c2)c1=O	5.1	3.8	-27.6	-44.4	-5.4	1.3	1.1	9.4	8.4
48	Cc1ccc2c(c1)[nH]c1c(=O)n(Cc3ccccn3)cnc12	-2.5	6.5	-29.4	-10.8	15.1[fluorescence artefact?]	-2.8	-4.2	8.0	-2.1
49	CCc1ccc(/C=N/NC(=O)c2cc(-c3cccc([N+](=O)[O-])c3)n[nH]2)cc1	-2.6	6.7	8.4	0.3	2.9	0.5	·	-14.6	-7.1
50	O=C1CC(N2CCN(c3ccc(F)cc3)CC2)C(=O)N1c1ccc2c(c1)OCO2 (configuration not stated)	2.2	9.5	-18.3	29.8	-1.6	2.6	0.7	-8.5	1.5
51	O=C1CC(c2ccccc2)CC(O)=C1C=NCc1ccco1 (configuration not stated)	3.4	8.1	-13.1	1.8	0.3	0.8	1.9	2.9	3.2
52	O=S(=O)(NCC1CCCO1)c1cccc(C(F)(F)F)c1 (configuration not stated)	0.2	6.6	-2.3	17.9	0.8	0.9	-4.7	-24.4	0.8
53	CCn1c(CSc2nc3ccccc3n2C)nc2ccccc21	0.3	2.4	-9.1	18.2	3.4	1.2	-2.2	1.3	-13.1
54	COC(=O)c1ccc(CN2CCC(CO)(Cc3ccc(OC)cc3)CC2)cc1	-4.2	4.3	-16.2	-38.1	7.1	2.2	9.3	-3.7	-2.6
55	CN(C(=O)c1ccc2c(c1)OCO2)C1(C(=O)NC2CCCCC2)CCCCC1	1.0	11.7	-10.1	-6.2	0.1	2.3	17.4	11.6	5.0
56	O=C(CN1C(=O)NC2(CCCC2)C1=O)Nc1nc(-c2ccc(F)cc2)cs1	2.5	16.8	-3.4	-18.8	-7.4	0.4	-7.8	6.0	8.3
57	COC(=O)c1ccc(NC(=O)CSc2nnc(CNc3ccc(F)cc3)n2C)cc1	3.7	5.7	-2.6	11.9	4.9[fluorescence artefact?]	-1.8	1.3	5.0	4.3
58	COC(=O)c1c(NC(=O)CSc2nc3ccccc3c(=O)n2-c2ccccc2)sc(C)c1C	4.0	3.2	-16.9	17.5	3.0	-1.4	-1.4	7.9	0.6
59	O=C(Cn1cc(C(=O)C2CC2)c2ccccc21)NCC1CCCO1 (configuration not stated)	2.8	11.1	-3.5	4.8	8.8	0.8	3.1	11.3	7.5
60	O=C(CSc1ccc2ccccc2n1)Nc1nsc(-c2ccc(Cl)cc2)n1	0.7	11.6	-15.7	39.7	5.8	-0.4	8.1	-3.5	-4.2

# Three entries drawn at random from those above, as already listed:
No.	Molecule	p97 ATPase inh	EP2 antag	S1P4 antagonist	EP2 mod	eIF4E-4G inh	S1P4 agonist	NPY Y1 blocker	NPY-Y1 PAM-ag	NPY-Y2 PAM-ag
52	O=S(=O)(NCC1CCCO1)c1cccc(C(F)(F)F)c1 (configuration not stated)	0.2	6.6	-2.3	17.9	0.8	0.9	-4.7	-24.4	0.8
49	CCc1ccc(/C=N/NC(=O)c2cc(-c3cccc([N+](=O)[O-])c3)n[nH]2)cc1	-2.6	6.7	8.4	0.3	2.9	0.5	·	-14.6	-7.1
53	CCn1c(CSc2nc3ccccc3n2C)nc2ccccc21	0.3	2.4	-9.1	18.2	3.4	1.2	-2.2	1.3	-13.1

# Screening results from PubChem BioAssay.

# A portion of the library (hit frequency here may not be typical).
